Source: PubChem BioAssay (several laboratories)
HCT116 bCat-KO = beta-catenin-lacking colon tumor cell growth suppression. HCT116 beta-catenin knockout viability, CellTiter-Glo, 60 h; stronger effect = lower value. viability, % at 10 µM. hit rate 1.5% among 140,000. AID 818;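 active means viability at or under a set limit, the compound median less 4 SD, cut at about 6% in these data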;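 further: 0% = Hyamine 1622 control at 20 µM and 100% = untreated cell control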
Yeast lifespan up = extends the lifespan of yeast; inhibition of the nicotinamide effect, % at 10 µM; S. cerevisiae growth with nicotinamide, OD615; deaD strain in restrictive glucose medium; hit rate 0.68% among 130,000;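 active means inhibition above a set limit, placed 3 SD over the median of all compounds, cut at about 26% in these data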;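 further: 0% = nicotinamide-treated wells and 100% = cells grown without nicotinamide; some compounds called inactive have numbers as strong as hits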
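Buffer or medium: CSMM-D glucose medium, restrictive; test system: modified budding yeast, DeaD strain; compound: single dose 10 µM compound, 0.25% DMSO; schedule: culture preincubation 4 h, compound exposure 48 h, both 30 °C; detection: optical density (absorbance) at 615 nm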
HCT116 PTEN-null = suppresses growth of cells with PTEN deletion; HCT116 PTEN-null viability, CellTiter-Glo, 60 h; stronger effect = lower value; viability, % at 10 µM; hit rate 1.2% among 140,000; AID 827;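 active means viability at or below a set limit, 4 SD under the median of all tested compounds, cut at about 3.7% in these data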;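 further: PTEN knockout HCT116 line with beta catenin targeted HCT116 as companion control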
Measles CPE = protection of cells from measles virus; Measles virus-infected cells, CPE protection, absorbance; protection (pct of control), % at 4 µM; hit rate 1.5% among 140,000; in the data active means protection mostly above about 24%, no sharp cut-off; inactive means mostly below about 26%; further: some compounds called inactive have numbers as strong as hits
Phagocytosis inh = inhibitors of macrophage phagocytosis; J774A.1 macrophage IgG-bead phagocytosis, imaging; inhibition, % at 5 µM; hit rate 0.07% among 110,000; AID 1029;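 active means inhibition above the mean of the plate negative controls plus 5 SD, cut at about 13% in these data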;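 further: phagocytic index as fraction of beads internalized from green versus red external bead signal; plate controls were DMSO negative control for no effect and cytochalasin-D positive control for full effect; some results beyond the cut were filed as inactive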
BB579 growth dn = reduces growth of yeast BB579 in restrictive medium. S. cerevisiae BB579 growth, OD615, 48 h. inhibition, % at 10 µM. hit rate 0.51% among 140,000;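 active means inhibition above a set limit, 3 SD over the mean compound inhibition, cut at about 44% in these data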; further: inactives centre near -24
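System: Saccharomyces cerevisiae DeaD strain BB579, replicative lifespan model yeast. Buffer or medium: restrictive glucose-based CSMM-D medium. Doses: one dose, 10 µM compound with 0.25% DMSO. Timing: 4 h preincubation and 48 h exposure at 30 °C. Detection: turbidity as optical density at 615 nm. Benchmarks: amphotericin B 10 µg/mL, positive.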
MRP-1 activ = activators of MRP-1; AID 799; hit rate 0.61% among 140,000; H69AR cells + doxorubicin, viability rescue, CellTiter-Glo; viability increase, % at 10 µM;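 active means viability gain under doxorubicin at or above a set limit, the compound median plus 3 SD, cut at about 4.7% in these data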;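 further: MRP-1 overexpressing cells given doxorubicin 25 µM after compound pretreatment; 18-22 h compound pretreatment then 72 h with doxorubicin before readout; 0% = doxorubicin-only wells and 100% = vehicle-treated cells without doxorubicin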
E-sel TNF inh = TNF alpha driven E-selectin expression inhibition | hit rate 0.71% among 120,000 | AID 1246 | inhibition, % at 2 µM | HUVEC TNFa-induced E-selectin immunofluorescence, high content;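 active means inhibition above the batch mean plus 3 SD, and confirmed as a hit on visual image review, cut at about 43% in these data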;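 further: 0% = TNF-stimulated DMSO wells and 100% = unstimulated control wells; not every result past the cut was called active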
NPY Y2 blocker = NPY-Y2 (human) receptor antagonism; NPY-Y2 expressing cells, antagonist mode; hit rate 0.99% among 140,000; inhibition, % at 2.7 µM; P49146; in the data active means inhibition above about 17%;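 further: 0% = vehicle with agonist challenge and 100% = reference antagonist with challenge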
Target sequence (P49146 whole entry, looked up): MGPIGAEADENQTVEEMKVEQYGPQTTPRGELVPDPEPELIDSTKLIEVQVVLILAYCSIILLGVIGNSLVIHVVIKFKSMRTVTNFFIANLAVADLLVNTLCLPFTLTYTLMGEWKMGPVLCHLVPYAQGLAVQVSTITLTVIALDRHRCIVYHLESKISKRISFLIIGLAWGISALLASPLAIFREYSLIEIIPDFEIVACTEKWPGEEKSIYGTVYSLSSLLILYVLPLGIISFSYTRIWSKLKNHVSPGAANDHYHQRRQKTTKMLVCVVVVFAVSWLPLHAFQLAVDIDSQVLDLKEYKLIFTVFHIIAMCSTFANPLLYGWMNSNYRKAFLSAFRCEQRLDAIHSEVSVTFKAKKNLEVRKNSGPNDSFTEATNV
GALR2 antag = GALR2 (human) receptor antagonism | O43603 | hit rate 0.39% among 140,000 | AID 828 | GALR2-expressing cells, antagonist mode | inhibition, % at 4 µM; in the data active means inhibition above about 27%;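 further: cells stimulated with galanin 1-16 at roughly its EC80; 0% = agonist challenge control and 100% = basal control without agonist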
Target sequence (O43603 whole entry, looked up): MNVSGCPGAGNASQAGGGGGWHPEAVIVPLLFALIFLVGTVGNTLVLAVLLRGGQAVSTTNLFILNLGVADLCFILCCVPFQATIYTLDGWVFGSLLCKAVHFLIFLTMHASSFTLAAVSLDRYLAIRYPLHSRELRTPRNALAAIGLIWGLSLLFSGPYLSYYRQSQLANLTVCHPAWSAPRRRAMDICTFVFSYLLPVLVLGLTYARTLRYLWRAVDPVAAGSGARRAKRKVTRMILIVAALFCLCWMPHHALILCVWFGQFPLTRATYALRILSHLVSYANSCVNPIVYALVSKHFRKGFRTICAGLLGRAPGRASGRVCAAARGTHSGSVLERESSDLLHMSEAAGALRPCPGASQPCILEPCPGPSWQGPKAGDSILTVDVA
* hit, by the source's call.

`Cc1cccc(NC(=O)c2cc(NC(=O)c3ccccc3)ccc2N2CCCCC2)c1` gave HCT116 bCat-KO 70, Yeast lifespan up -11, HCT116 PTEN-null 81, Measles CPE 5, Phagocytosis inh 0, BB579 growth dn -33, MRP-1 activ 1.2, E-sel TNF inh -2, NPY Y2 blocker 1 and GALR2 antag -12.
For NS(=O)(=O)c1ccc(NS(=O)(=O)c2cccs2)cc1 the results were HCT116 bCat-KO 100, Yeast lifespan up -2, HCT116 PTEN-null 100, Measles CPE 10, Phagocytosis inh 9, BB579 growth dn -9, MRP-1 activ -0.9, E-sel TNF inh 17, NPY Y2 blocker -3 and GALR2 antag 5.
Screening O=C(c1ccc(Cn2cc(Br)cn2)cc1)N1CCN(c2ccccc2)CC1 returned HCT116 bCat-KO 57, Yeast lifespan up -10, HCT116 PTEN-null 43, Measles CPE 9, Phagocytosis inh 0, BB579 growth dn -33, MRP-1 activ -2.4, E-sel TNF inh -11, NPY Y2 blocker 3 and GALR2 antag 1.
Screening N#CCCCSc1nnc(-c2ccccn2)o1 returned HCT116 bCat-KO 83, Yeast lifespan up -29, HCT116 PTEN-null 94, Measles CPE 11, Phagocytosis inh -1, BB579 growth dn 1, MRP-1 activ -1.8, E-sel TNF inh -5, NPY Y2 blocker 0 and GALR2 antag -14.
Cc1ccc(S(=O)(=O)N=S(CC2CC2(Cl)Cl)CC2CC2(Cl)Cl)cc1 (stereo not given) was read as HCT116 bCat-KO 85, Yeast lifespan up -8, HCT116 PTEN-null 87, Measles CPE 0, Phagocytosis inh 0, BB579 growth dn -33, MRP-1 activ -3.7, NPY Y2 blocker 6 and GALR2 antag -12.
For Cc1ccc2[nH]c3c(c2c1)CN(C(=O)CN1CC(C)OC(C)C1)CC3 (stereo not given) the results were HCT116 bCat-KO 85, Yeast lifespan up 7, HCT116 PTEN-null 100, Measles CPE 10, Phagocytosis inh -1, BB579 growth dn -60, MRP-1 activ -1.9, E-sel TNF inh 7, NPY Y2 blocker 4 and GALR2 antag 15.
`O=c1cc(-c2ccccc2)nc(SCc2ccc(Cl)cc2)[nH]1` gave HCT116 bCat-KO 91, Yeast lifespan up -14, HCT116 PTEN-null 94, Measles CPE 1, Phagocytosis inh 5, BB579 growth dn -25, MRP-1 activ -1.0, E-sel TNF inh 17, NPY Y2 blocker 0 and GALR2 antag -12.
CSc1ccc(/C=C(/NC(=O)c2ccc(C)cc2)C(=O)Nc2cccc(F)c2)cc1 was read as HCT116 bCat-KO 94, Yeast lifespan up 1, HCT116 PTEN-null 98, Measles CPE 5, Phagocytosis inh -7, BB579 growth dn 3, MRP-1 activ 1.0, E-sel TNF inh -1, NPY Y2 blocker 4 and GALR2 antag 3.
`O=C(NC1CCCCC1)C1CCCN1S(=O)(=O)c1cccc2nsnc12` (stereo not given) gave HCT116 bCat-KO 81, Yeast lifespan up -5, HCT116 PTEN-null 83, Measles CPE 8, Phagocytosis inh -1, BB579 growth dn 25, MRP-1 activ -2.1, E-sel TNF inh -28, NPY Y2 blocker 1 and GALR2 antag 8.
CCCCOc1ccc(-c2ncc(Cl)cn2)cc1 was read as HCT116 bCat-KO 102, Yeast lifespan up -7, HCT116 PTEN-null 96, Measles CPE 5, Phagocytosis inh -5, BB579 growth dn -2, MRP-1 activ 4.3, E-sel TNF inh 3, NPY Y2 blocker -1 and GALR2 antag -16.

Reprinted from the part before: two compounds, followed by the next part.
`O=C(NC1CCCCC1)C1CCCN1S(=O)(=O)c1cccc2nsnc12` (stereo not given) gave HCT116 bCat-KO 81, Yeast lifespan up -5, HCT116 PTEN-null 83, Measles CPE 8, Phagocytosis inh -1, BB579 growth dn 25, MRP-1 activ -2.1, E-sel TNF inh -28, NPY Y2 blocker 1 and GALR2 antag 8.
CCCCOc1ccc(-c2ncc(Cl)cn2)cc1 was read as HCT116 bCat-KO 102, Yeast lifespan up -7, HCT116 PTEN-null 96, Measles CPE 5, Phagocytosis inh -5, BB579 growth dn -2, MRP-1 activ 4.3, E-sel TNF inh 3, NPY Y2 blocker -1 and GALR2 antag -16.
COCCCNC(=O)CN(c1ccc(Cl)c(Cl)c1)S(C)(=O)=O was read as HCT116 bCat-KO 101, Yeast lifespan up 1, HCT116 PTEN-null 87, Measles CPE 9, Phagocytosis inh -2, BB579 growth dn 5, MRP-1 activ -3.7, E-sel TNF inh 4, NPY Y2 blocker 3 and GALR2 antag 2.
`COc1ccccc1OCCOCCOc1ccc(C)cc1Br` gave HCT116 bCat-KO 89, Yeast lifespan up -6, HCT116 PTEN-null 94, Measles CPE 19, Phagocytosis inh -8, BB579 growth dn -27, MRP-1 activ 1.6, NPY Y2 blocker 7 and GALR2 antag -6.
Screening CCOc1ccc(NC(=O)CCN2CCN(S(=O)(=O)c3ccc(Cl)cc3)CC2)cc1 returned HCT116 bCat-KO 88, Yeast lifespan up -11, HCT116 PTEN-null 89, Measles CPE 20, Phagocytosis inh 0, BB579 growth dn -10, MRP-1 activ -1.2, E-sel TNF inh 21, NPY Y2 blocker -1 and GALR2 antag -10.
O=C(COC(=O)Cc1ccc(S(=O)(=O)N2CCOCC2)s1)NCc1ccc(Cl)cc1 was read as HCT116 bCat-KO 97, Yeast lifespan up -12, HCT116 PTEN-null 106, Measles CPE 6, Phagocytosis inh 0, BB579 growth dn -34, MRP-1 activ 0.5, NPY Y2 blocker 2 and GALR2 antag 7.
`O=C(CCCn1c(=O)[nH]c2cc(Cl)ccc2c1=O)NC1CCCCCC1` gave HCT116 bCat-KO 97, Yeast lifespan up -6, HCT116 PTEN-null 104, Measles CPE 7, BB579 growth dn -19, MRP-1 activ -3.0, E-sel TNF inh -10, NPY Y2 blocker 2 and GALR2 antag 0.
`Cc1ccc(NC(=S)NNC(=O)Cn2nc(C(F)F)cc2C(F)F)cc1` gave HCT116 bCat-KO 100, Yeast lifespan up -5, HCT116 PTEN-null 94, Measles CPE 2, Phagocytosis inh -3, BB579 growth dn -10, MRP-1 activ -1.6, E-sel TNF inh -26, NPY Y2 blocker 1 and GALR2 antag 0.
`Cc1cccc(NC(=O)/C(C#N)=C/c2cn(CC(=O)NCc3ccco3)c3ccccc23)c1` gave HCT116 bCat-KO 91, Yeast lifespan up 0, HCT116 PTEN-null 96, Measles CPE 6, Phagocytosis inh -3, BB579 growth dn -21, MRP-1 activ 0.2, NPY Y2 blocker -1 and GALR2 antag -2.
For COC(=O)CN(Cc1ccccc1)S(=O)(=O)c1ccc(OC)c(OC)c1 the results were HCT116 bCat-KO 96, Yeast lifespan up -2, HCT116 PTEN-null 94, Measles CPE 11, Phagocytosis inh -1, BB579 growth dn -4, MRP-1 activ -2.2, NPY Y2 blocker -3 and GALR2 antag -9.
For COc1ccc(OC)c(S(=O)(=O)NCc2csc(-c3ccccc3)n2)c1 the results were HCT116 bCat-KO 110, Yeast lifespan up -4, HCT116 PTEN-null 109, Measles CPE 3, Phagocytosis inh 0, BB579 growth dn -68, MRP-1 activ -0.5, E-sel TNF inh 7, NPY Y2 blocker 2 and GALR2 antag 1.
Cc1cc(C(=O)CN2CCCC(C)C2)c(C)n1-c1ccc(F)cc1 (stereo not given) was read as HCT116 bCat-KO 94, Yeast lifespan up 1, HCT116 PTEN-null 98, Measles CPE 7, Phagocytosis inh -3, BB579 growth dn -28, MRP-1 activ -2.5, E-sel TNF inh -45, NPY Y2 blocker 4 and GALR2 antag 7.
CCCS(=O)(=O)N1CCCC(C(=O)NCCCN2CCN(c3cccc(Cl)c3)CC2)C1 (stereo not given) was read as HCT116 bCat-KO 70, Yeast lifespan up -18, HCT116 PTEN-null 69, Measles CPE 6, Phagocytosis inh 0, BB579 growth dn -14, MRP-1 activ -3.8, E-sel TNF inh 5, NPY Y2 blocker 2 and GALR2 antag -7.
`O=C(O)c1ccc(NS(=O)(=O)c2cccc3nsnc23)cc1` gave HCT116 bCat-KO 98, Yeast lifespan up -9, HCT116 PTEN-null 103, Measles CPE 8, Phagocytosis inh -1, BB579 growth dn -32, MRP-1 activ 0.0, E-sel TNF inh -9, NPY Y2 blocker 0 and GALR2 antag 5.
Screening COc1ccc(C(=O)NCC(=O)OC2CCCCC2=O)cc1 (stereo not given) returned HCT116 bCat-KO 97, Yeast lifespan up -7, HCT116 PTEN-null 87, Measles CPE 20, Phagocytosis inh 0, BB579 growth dn -33, MRP-1 activ -1.4, NPY Y2 blocker 1 and GALR2 antag 10.
Clc1ccc(OCc2nn3c(-c4ccccc4)nnc3s2)c(Cl)c1 was read as HCT116 bCat-KO 100, Yeast lifespan up -10, HCT116 PTEN-null 97, Measles CPE 5, Phagocytosis inh 1, BB579 growth dn -38, MRP-1 activ -1.4, E-sel TNF inh 1, NPY Y2 blocker 2 and GALR2 antag -8.
CCN1C(=O)NC2=C(C(=O)c3ccccc32)C1c1ccccc1F (stereo not given) was read as HCT116 bCat-KO 92, Yeast lifespan up 9, HCT116 PTEN-null 82, Measles CPE 16, Phagocytosis inh 2, BB579 growth dn -59, MRP-1 activ -0.8, NPY Y2 blocker -3 and GALR2 antag -6.
For O=C(NC1CCCCCCC1)c1ccccc1O the results were HCT116 bCat-KO 100, Yeast lifespan up 23, HCT116 PTEN-null 75, Measles CPE 29, Phagocytosis inh -2, BB579 growth dn -31, MRP-1 activ 0.8, E-sel TNF inh -27, NPY Y2 blocker -1 and GALR2 antag 10.
Screening CCOc1ccc(CC2CC(=O)NC2=O)cc1 (stereo not given) returned HCT116 bCat-KO 93, Yeast lifespan up -10, HCT116 PTEN-null 98, Measles CPE 14, Phagocytosis inh 0, BB579 growth dn -47, MRP-1 activ 0.5, NPY Y2 blocker -2 and GALR2 antag 13.
N/C(=N\OC(=O)COc1ccc(Br)cc1Cl)c1ccccn1 was read as HCT116 bCat-KO 99, Yeast lifespan up -2, HCT116 PTEN-null 83, Measles CPE 26, Phagocytosis inh 3, BB579 growth dn -11, MRP-1 activ 0.3, E-sel TNF inh -3, NPY Y2 blocker 6 and GALR2 antag 24.
Screening c1coc(-c2nc3ccccc3nc2-c2ccco2)c1 returned HCT116 bCat-KO 92, Yeast lifespan up -15, HCT116 PTEN-null 95, Measles CPE 41*, Phagocytosis inh 0, BB579 growth dn 2, MRP-1 activ -0.8, E-sel TNF inh -75, NPY Y2 blocker -1 and GALR2 antag 11.
O=C(Cn1cnc2c(nnn2Cc2ccccc2)c1=O)NCC1CCCO1 (stereo not given) was read as HCT116 bCat-KO 97, Yeast lifespan up -7, HCT116 PTEN-null 98, Measles CPE 15, Phagocytosis inh -2, BB579 growth dn -19, MRP-1 activ -1.0, E-sel TNF inh 5, NPY Y2 blocker 2 and GALR2 antag -2.
Screening CCOC(=O)N1CCN(S(=O)(=O)c2ccc3[nH]cc(C(=O)O)c(=O)c3c2)CC1 returned HCT116 bCat-KO 77, Yeast lifespan up -13, HCT116 PTEN-null 98, Measles CPE 4, BB579 growth dn -47, MRP-1 activ 0.8, E-sel TNF inh -5, NPY Y2 blocker 3 and GALR2 antag -7.
